PG9 Ab binder – binders of HIV-1 gp120 antibody PG9, primary screen, biochemical, TR-FRET | HIV-1 gp120 / PG9 antibody interaction | TR-FRET gp120-PG9 antibody binding | inhibition, % at 6.7 µM | actives 0.43% (n = 360,000) | AID 624416, 2012; in the data active = inhibition above about 8.5%
TCR-CD3 inh – inhibitors of human TCR-CD3 interaction, primary screen, biochemical, fluorescence, TAMRA-labeled TCR probe; T-cell receptor (TCR); inhibition, % at 9.4 µM; actives 0.37% (n = 360,000); in the data active = inhibition above about 19%;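 also: recombinant mutant TCR 2C K166C tagged with TAMRA read by polarization; 0% = receptor in buffer alone and 100% = receptor with positive control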
SIAE inh – human SIAE inhibitors, primary screen, biochemical, fluorescence polarization, FP-Rh probe, 1536-well HTS. inhibition, % at 9.66 µM. SIAE FP-Rh probe binding. actives 0.69% (n = 370,000). Sialate O-acetylesterase (Homo sapiens), Q9HAT2;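 active = inhibition above a cutoff: mean of compounds within the control limits plus 3 SD of those, cut at about 17% in these data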;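 also: 0% = plate median of compound wells and 100% = probe without SIAE protein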
Target sequence (Q9HAT2 whole entry, looked up): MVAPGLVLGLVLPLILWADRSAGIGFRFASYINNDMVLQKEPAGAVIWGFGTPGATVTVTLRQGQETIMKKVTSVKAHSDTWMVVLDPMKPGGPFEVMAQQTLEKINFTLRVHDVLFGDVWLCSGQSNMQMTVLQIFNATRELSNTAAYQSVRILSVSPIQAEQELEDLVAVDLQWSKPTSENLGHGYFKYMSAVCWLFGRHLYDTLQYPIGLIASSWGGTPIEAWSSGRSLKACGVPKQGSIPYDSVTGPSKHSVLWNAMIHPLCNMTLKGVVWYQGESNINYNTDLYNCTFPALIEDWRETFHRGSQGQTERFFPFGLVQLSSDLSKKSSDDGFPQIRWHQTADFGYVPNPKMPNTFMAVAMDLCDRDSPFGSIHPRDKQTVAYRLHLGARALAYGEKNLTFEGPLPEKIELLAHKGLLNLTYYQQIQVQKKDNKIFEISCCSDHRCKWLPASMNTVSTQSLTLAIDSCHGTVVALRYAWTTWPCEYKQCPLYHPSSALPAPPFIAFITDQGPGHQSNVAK
PRMT1 FP inh – PRMT1 methyltransferase inhibitors, primary screen, biochemical, fluorescence polarization | recombinant PRMT1, activity-based probe fluorescence polarization | inhibition, % at 2.79 µM | Protein arginine N-methyltransferase 1 (Homo sapiens), Q99873 | actives 1.3% (n = 370,000);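 active = inhibition above about 21% made by adding two undisclosed values, limit read from the data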
LEDGF integ inh – blockers of LEDGF/p75-dependent integrase strand transfer – biochemical, TR-FRET, high throughput, primary screen; TR-FRET IN-LEDGF/p75 DNA integration, Eu/Cy5; inhibition, % at 3.7 µM; actives 0.64% (n = 370,000);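 active = inhibition above the screen-wide mean plus 3 SD, cut at about 13% in these data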;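 also: signal is the Cy5 over europium emission ratio at 671 and 618 nm; 0% = plate median of compound wells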
HTRA1 inhibitor – HTRA1 serine protease inhibitors, primary screen, biochemical, fluorescence polarization, HTS. recombinant HTRA1, FP-rhodamine activity-based probe. inhibition, % at 5.96 µM. actives 0.5% (n = 340,000). AID 504803, 2011; in the data active = inhibition above about 36%;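 also: 0% = enzyme with DMSO and 100% = wells lacking enzyme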
DDE Tn7 FP inh – inhibitors of Tn7 peptide binding to fibrin DD(E), primary screen, biochemical, fluorescence polarization, human fibrin, Tn7 probe; FP displacement of FITC-Tn7 peptide from fibrin DD(E); 0% = median of compound wells per plate; inhibition, % at 8.3 µM; actives 0.13% (n = 370,000); AID 720508, 2013;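 active = inhibition above the mean of compounds falling within the control limits plus 3 SD of them, cut at about 14% in these data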;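 also: 0% = plate median of compound wells and 100% = 10 µM Aha-Tn7 peptide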
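assay system = human clot-derived fibrin DD(E) complex | quantity = Fibrin-DD(E) at 2 µM final | timing = 10 min preincubation, 3 h with tracer, room temperature | signal = fluorescence polarization | measure = percent inhibition | benchmarks = high control wells with 10 µM unlabelled Aha-Tn7 peptide (full inhibition) | replicates = singlicate testing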
TDP2 absorb – human TDP2 enzyme inhibitors, primary screen, biochemical, epi absorbance, recombinant enzyme | Tyrosyl-DNA phosphodiesterase 2 (Homo sapiens), O95551 | T5PNP hydrolysis, p-nitrophenol absorbance 415 nm | actives 0.34% (n = 370,000) | AID 720702, 2013 | inhibition, % at 12.8 µM;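 active = inhibition above the mean of all tested compounds plus 3 SD, set per campaign, cut at about 25% in these data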;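 also: 0% = DMSO with enzyme and 100% = buffer with substrate but no TDP2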
Target sequence (O95551 whole entry, looked up): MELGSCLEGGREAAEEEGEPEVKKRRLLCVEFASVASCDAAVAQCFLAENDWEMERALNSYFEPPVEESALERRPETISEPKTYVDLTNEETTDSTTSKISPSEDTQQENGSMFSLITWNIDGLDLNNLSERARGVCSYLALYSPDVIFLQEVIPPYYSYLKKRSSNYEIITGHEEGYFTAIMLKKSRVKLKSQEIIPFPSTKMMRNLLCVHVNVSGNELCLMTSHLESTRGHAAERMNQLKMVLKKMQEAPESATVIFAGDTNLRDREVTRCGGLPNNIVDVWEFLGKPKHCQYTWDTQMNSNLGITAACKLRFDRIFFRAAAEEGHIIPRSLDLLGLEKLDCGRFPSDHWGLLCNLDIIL
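Material: recombinant human TDP2; quantity: TDP2 enzyme at 120 nM final; medium: Tris-HCl pH 7.5 with MgCl2; compound: single concentration, 12.8 µM nominal, with 1% DMSO; incubation: 2 h enzyme incubation at 37 °C; signal: epi absorbance; measure: percent inhibition; benchmarks: high control without enzyme, low control DMSO plus TDP2; repeats: singlicate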
mABHD4 FP – ABHD4 inhibitors, primary screen, biochemical, fluorescence polarization, mouse; purified mABHD4, FP-Rh probe fluorescence polarization; inhibition, % at 8.92 µM; actives 0.54% (n = 370,000); AID 720543, 2013;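 active = inhibition exceeding the mean over every tested compound plus 3 SD, cut at about 30% in these data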;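 also: 0% = plate median of compound wells and 100% = S159A mutant with DMSO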
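Assay system: Wild-type mouse ABHD4 protein | Medium: HEPES pH 7.0 buffer, 150 mM NaCl, 0.01% Pluronic F-127 | Incubation: Enzyme–compound pre-incubation 45 min, then probe 60 min, both 25 °C | Technique: Fluorescence polarization with parallel and perpendicular emission, 525/598 nm | Evaluation: % inhibition of FP-Rh probe binding versus controls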
UHRF1 binding – UHRF1 methylated DNA binding inhibitors, primary screen, counter-screen for MBD2 inhibitor project, biochemical, TR-FRET, human UHRF1, single concentration; E3 ubiquitin-protein ligase UHRF1 (Homo sapiens), Q96T88; UHRF1 binding to methylated oligo; inhibition, % at 4.4 µM; AID 687016, 2013; actives 0.75% (n = 370,000); in the data active = inhibition above about 21%;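 also: UHRF1 SRA domain binding a hemimethylated CpG hairpin DNA probe; 0% = median of test compound wells and 100% = reference inhibitor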
An asterisk follows results filed as active; / = not tested or not shown. Not a hit list. Share with any hit: about 4.2%.

#1 O=C(CSc1nnc(C2COc3ccccc3O2)o1)N1CCOCC1 (centres undefined)
#2 Cc1cc(C)cc(-n2c(O)c(C=NC3CCS(=O)(=O)C3)c3ccccc3c2=O)c1 (centres undefined)
#3 COc1ccc(-c2cc(=O)c3ccc(O)cc3o2)cc1OC
#4 CCOc1ccccc1NC(=O)c1cc(S(=O)(=O)N2CCOCC2)ccc1C
#5 O=C(N[C@H](Cc1ccccc1)C(=O)NCc1ccc(OC(F)(F)F)cc1)[C@H]1O[C@@H](n2ccc(=O)[nH]c2=O)[C@H](O)[C@@H]1O
#6 CN(C)C(=O)c1cc(S(=O)(=O)N(C)C)c(Cl)cc1N1CCCC1
#7 O=C(c1cc(=O)[nH]c2ccccc12)N1CCN(Cc2ccc3c(c2)OCO3)CC1
#8 CCc1ccc(Nc2cc(C(=O)NCCCN3CCOCC3)c3ccccc3n2)cc1
#9 Cc1ccc(NC(=O)CN2CCc3cc4c(cc3C2)OCCCO4)cc1
#10 Nc1ccnc(=O)[nH]1
assay / entry	1	2	3	4	5	6	7	8	9	10
PG9 Ab binder	-0.9	2.2	2.2	-1.9	0.2	-0.7	-0.5	0.3	-1.1	-2.4
TCR-CD3 inh	-1	-13	3	1	-3	-7	-3	7	3	2
SIAE inh	8	-6	0	0	10	-1	2	13	-1	0
PRMT1 FP inh	1	1	1	-2	1	0	2	-2	3	-5
LEDGF integ inh	3	2	-2	1	-2	-4	1	-4	0	-3
HTRA1 inhibitor	16	0	/	5	/	9	3	2	1	-7
DDE Tn7 FP inh	-4	3	0	0	0	-1	-8	4	6	-4
TDP2 absorb	-7	-11	-11	-11	-1	2	4	6	5	5
mABHD4 FP	-1	2	8	-4	4	2	3	5	4	2
UHRF1 binding	3	6	-4	-1	2	2	1	0	0	-1

#11 Cc1ccccc1C(=O)NCC(=O)NCC1(N2CCOCC2)CCCCC1
#12 CCCC1CCC(c2nc(-c3cccnc3)no2)CC1 (centres undefined)
#13 O=C(Nc1ccc2c(c1)OCO2)c1cc(-c2ccncc2)nc2ccccc12
#14 CCOC(=O)c1cnn2c(C)cc(-c3ccc(F)cc3)nc12
#15 CCOC(=O)c1cncc(O)c1
#16 C/C(=N\N=C(N)N)c1cc(Cl)ccc1Cl
#17 COCC(=O)Nc1ccc([N+](=O)[O-])cc1OC
#18 NS(=O)(=O)c1ccc(NC(=S)NC2CC2)cc1
#19 O=C(NCc1ccncc1)C(=O)Nc1ccc2c(c1)OCO2
#20 Cn1c(NC(=O)c2cc(Br)ccc2Cl)cc(=O)n(C)c1=O
assay / entry	11	12	13	14	15	16	17	18	19	20
PG9 Ab binder	0.9	-1.4	-2.5	0.7	-1.0	0.8	2.7	-0.7	-1.1	0.4
TCR-CD3 inh	4	9	7	2	-10	-11	5	-1	6	5
SIAE inh	-2	6	5	-1	-2	-5	6	0	0	4
PRMT1 FP inh	0	1	1	-1	2	1	-2	3	-2	-3
LEDGF integ inh	-3	0	2	1	-6	-5	-2	-5	3	2
HTRA1 inhibitor	1	2	7	0	-1	-5	8	5	6	-2
DDE Tn7 FP inh	7	2	-2	2	1	12	2	2	-2	7
TDP2 absorb	-17	0	10	-15	2	-6	1	-5	3	7
mABHD4 FP	7	4	8	6	-3	5	3	6	0	0
UHRF1 binding	-2	0	1	-2	0	4	-3	4	1	-2

Structures listed so far that have a Cl atom, in the order listed:
#6 CN(C)C(=O)c1cc(S(=O)(=O)N(C)C)c(Cl)cc1N1CCCC1
#16 C/C(=N\N=C(N)N)c1cc(Cl)ccc1Cl
#20 Cn1c(NC(=O)c2cc(Br)ccc2Cl)cc(=O)n(C)c1=O
assay / entry	6	16	20
PG9 Ab binder	-0.7	0.8	0.4
TCR-CD3 inh	-7	-11	5
SIAE inh	-1	-5	4
PRMT1 FP inh	0	1	-3
LEDGF integ inh	-4	-5	2
HTRA1 inhibitor	9	-5	-2
DDE Tn7 FP inh	-1	12	7
TDP2 absorb	2	-6	7
mABHD4 FP	2	5	0
UHRF1 binding	2	4	-2

Single entries from the list.
In PRMT1 FP inh, NS(=O)(=O)c1ccc(NC(=S)NC2CC2)cc1 reads 3
In TDP2 absorb, CCOC(=O)c1cncc(O)c1 reads 2
In LEDGF integ inh, CCCC1CCC(c2nc(-c3cccnc3)no2)CC1 (centres undefined) reads 0
In TDP2 absorb, Cc1ccccc1C(=O)NCC(=O)NCC1(N2CCOCC2)CCCCC1 reads -17

(next part)
#21 O=C(NC1CCCCC1)C1c2ccccc2OCC(=O)N1Cc1ccccc1 (centres undefined)
#22 CCOc1ccccc1OCCCOc1ccc(C)cc1Br
#23 O=C(CSCCc1ccccn1)Nc1cccnc1
#24 O=C(c1cc(Cl)cc(Cl)c1)N1CC[C@H]2[C@H](CCCN2Cc2ccc(F)cc2)C1
#25 CC1=NNC(=O)C1CCC(=O)N/N=C/c1ccc(Cl)cc1Cl (centres undefined)
#26 O=C(c1ccc2c(c1)OCO2)N1CCc2ccccc21
#27 Oc1ccc[n+](/C=C\c2ccccc2)c1
#28 O=C(CSc1nnnn1C1CCCC1)NCc1ccc2c(c1)OCO2
#29 COc1ccc(N2C(=O)c3ccc(C(=O)Nc4cc(OC)ccc4OC)cc3C2=O)cc1
#30 Cn1ncc(Cl)c1C(=O)N1CCN(c2ccc(F)cc2)CC1
assay / entry	21	22	23	24	25	26	27	28	29	30
PG9 Ab binder	2.1	0.6	0.5	/	-1.5	0.9	-0.8	-1.6	-0.1	-1.4
TCR-CD3 inh	-3	0	-4	/	-8	8	-6	2	0	3
SIAE inh	-4	4	1	0	-9	2	-3	-4	3	-1
PRMT1 FP inh	2	2	3	-3	-5	2	5	2	0	0
LEDGF integ inh	0	-2	5	0	0	1	4	-2	-2	-1
HTRA1 inhibitor	/	-20	1	/	-14	0	-6	-6	1	-1
DDE Tn7 FP inh	-2	-4	-8	2	-3	-7	1	3	0	-4
TDP2 absorb	6	-11	1	4	5	10	8	6	7	-11
mABHD4 FP	4	-2	5	-3	0	-2	10	-4	1	-3
UHRF1 binding	1	1	3	-2	4	-1	-10	-1	2	0

#31 Cc1cc(NC(=O)CCC(=O)N(C(C(=O)NC(C)(C)C)c2ccccc2Cl)C(C)(C)C)no1 (centres undefined)
#32 CCN(CC)c1ccc(/C=C2\SC(N)=NC2=O)cc1
#33 CC(=O)N1CCC(N(CCCOC(C)C)S(=O)(=O)c2ccc([N+](=O)[O-])cc2)CC1
#34 CC1=C(C(=O)N(C)C)CC(CC(=O)NCc2cccs2)C(=O)N1Cc1ccc(C(C)(C)C)cc1 (centres undefined)
#35 COc1ccc(OC)c(S(=O)(=O)N/N=C(/C)c2ccc3c(c2)OCO3)c1
#36 CCOc1cc(/C=C2/SC(=S)NC2=O)ccc1OC(=O)c1ccco1
#37 Cc1ccc(CN2CCCCC(NC(=O)c3ccc(C)cc3)C2=O)cc1 (centres undefined)
#38 O=C(O)/C=C/C(=O)NCCC(c1ccccc1)c1ccccc1
#39 Cc1cccc(C(=O)Nc2ccc(S(=O)(=O)N3CCOCC3)cc2C)c1
#40 Cc1ccc(CN2CC(N3CCC(c4ccccc4)CC3)CS2(=O)=O)cc1 (centres undefined)
#41 N#CCCn1cc(/C=N/NC(N)=S)c(-c2ccc(-c3ccccc3)cc2)n1
#42 COc1cc(C2C(C#N)=C(N)Oc3cc(C)n(CCN4CCOCC4)c(=O)c32)cc(OC)c1OC (centres undefined)
assay / entry	31	32	33	34	35	36	37	38	39	40	41	42
PG9 Ab binder	0.5	-32	-0.7	-1.3	-4.1	-1.4	/	-0.6	-0.7	-1.6	0.5	0.4
TCR-CD3 inh	7	-7	-6	1	-2	3	/	4	2	-1	6	3
SIAE inh	-8	-5	2	2	5	-58	3	1	4	0	-2	-4
PRMT1 FP inh	2	-8	5	-1	0	5	3	2	1	5	12	-1
LEDGF integ inh	-1	-4	-6	1	4	-3	-2	-4	1	2	-1	1
HTRA1 inhibitor	-7	-5	-4	/	2	-18	/	5	7	/	-65	8
DDE Tn7 FP inh	-1	-5	0	4	-7	-4	12	-10	9	-3	2	-4
TDP2 absorb	-2	4	-6	-5	-1	6	-5	7	5	-7	3	-5
mABHD4 FP	0	-4	1	1	-1	-31	2	10	-2	-9	-24	10
UHRF1 binding	25*	-9	-1	-2	2	-3	2	0	0	1	0	0

Source: PubChem (The Scripps Research Institute Molecular Screening Center)
